Screens as filed in PubChem.
ASM inhibitor: blocks human secretory acid sphingomyelinase; placental ASM, HMU-PC fluorogenic substrate, 60 min; 340,000 compounds, 0.006% hits; Potency, µM (doses to about 57.5 µM), inactives show at the top dose activity change, negative = inhibition, hits mostly inhibitors; AID 504937; further: potency means the concentration at half of the fitted maximal effect
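Human placenta-derived ASM preincubated with compound 10 min at room temperature, then reacted with 9 uM (final) fluorogenic HMU-PC substrate for 60 min at 37 C. Stop solution raises pH to 10; fluorescence read at Ex 386/Em 447 nm.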
ELG1 DNA repair: ELG1-dependent DNA repair inhibition. HEK293T ELG1-luciferase reporter, luminescence, 16 h; DNA damage induced by 5-fluorouridine. Potency, µM (titrated, usually from 46.1 µM), inactives show top-dose activity change, negative = inhibition, usual class: inhibitors. 330,000 compounds, 2.3% hits. AID 504467; further: potency means the concentration at half of the fitted maximal effect; on the % scale 0 is the no-effect control and ±100 the full control effect; nearly all actives have a fitted effect of over 55% in size
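Overnight (16 hr) co-exposure of 2,000 cells/well to 5-fluorouridine and compound at 37 °C preceded detection. Luciferase was quantified via ONE-Glo luminescence; loss of signal denotes inhibition.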
TCR activator: activators of T cell receptors | primary human leukocytes, anti-CD3, IL-2 HTRF, 48 h | Potency, µM (highest dose often 9.22 µM), for inactives: top-dose activation of IL-2 secretion, usual class: activators | 330,000 tested, under 10 active; further: % of control where 0% means no effect
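Primary human leukocytes were stimulated with a-CD3 beads plus compounds for 48 hr without co-stimulation; secreted IL-2 was quantified by HTRF using a-IL-2-K (europium cryptate) and a-IL-2-d2, excited at 320nm with acceptor emission read at 665nm.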
Mito fusion yeast: mitochondrial division inhibition or fusion activation. S. cerevisiae fusion-defective mutant growth rescue, CellTiterGlo 48 h. AID 485298. Potency, µM (top dose mostly 46.1 µM), inactives show top-dose growth rescue (activation), actives largely listed as activators. 320,000 compounds, 0.23% hits;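 further: potency means the concentration at half of the fitted maximal effect; % of control where 0% means no effect; nearly all actives have a fitted effect of over 45% in size; temperature-sensitive fusion mutants such as fzo1-1 at 37 °C on non-fermentable ethanol glycerol medium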
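Compounds are tested for their ability to restore growth of mitochondrial fusion-defective yeast strains at non-permissive 37C in YPEG medium over 48 hours. Viability is quantified by luciferase luminescence.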
Eya2 phos inh: inhibitors of human Eya2 phosphatase activity. 330,000 compounds, 0.006% hits. Potency, µM (titrated, usually from 76.9 µM), for the others: at the top dose activity, negative = inhibition, most hits filed as inhibitors. recombinant Eya2, OMFP fluorescence dephosphorylation (OMFP is methylfluorescein phosphate). O00167; further: potency means the concentration at half of the fitted maximal effect; on the % scale 0 is the no-effect control and ±100 the full control effect
Target sequence (O00167 whole entry, looked up): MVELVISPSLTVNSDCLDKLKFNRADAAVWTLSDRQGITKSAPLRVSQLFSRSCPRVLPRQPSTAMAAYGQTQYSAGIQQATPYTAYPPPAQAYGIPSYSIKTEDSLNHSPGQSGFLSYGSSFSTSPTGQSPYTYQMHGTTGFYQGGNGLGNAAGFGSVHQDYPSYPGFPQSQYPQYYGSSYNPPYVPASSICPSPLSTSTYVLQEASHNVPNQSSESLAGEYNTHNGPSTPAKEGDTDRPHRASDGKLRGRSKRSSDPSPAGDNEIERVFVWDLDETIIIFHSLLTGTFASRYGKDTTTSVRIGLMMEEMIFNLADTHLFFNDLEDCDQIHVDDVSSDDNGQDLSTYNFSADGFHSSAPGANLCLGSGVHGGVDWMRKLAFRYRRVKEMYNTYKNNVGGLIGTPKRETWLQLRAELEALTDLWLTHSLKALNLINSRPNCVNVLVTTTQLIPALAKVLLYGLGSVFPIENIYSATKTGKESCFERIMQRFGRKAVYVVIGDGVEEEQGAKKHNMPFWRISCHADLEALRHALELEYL
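Eya2 (0.2 uM) preincubated 10 min at ambient with compound, then OMFP substrate added at 50 uM; 10 min reaction in 50 mM HEPES pH 7.5, 50 mM NaCl, 5 uM MgCl2, 0.05% BSA, 1 mM DTT. Fluorescence read at Ex 485/Em 525 nm.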
TSHR antag: blocks TSH signaling through the human TSH receptor; P16473; TSHR-expressing cells, TSH-stimulated cAMP HTRF, 2 h; active compounds read low; activity change, negative = inhibition, % at 11.5 µM; 330,000 compounds, 0.2% hits; AID 504810;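 active means activity change below a set negative limit, meaning inhibition stronger than a set level, cut at about -70% in these data; inconclusive means activity change between two set negative limits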; further: on the % scale 0 is the no-effect control and ±100 the full control effect
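Antagonism was scored as loss of TSH-driven cAMP in TSHR cells, stimulated with 4nM TSH (EC80) for 2 hours at 37 deg C and detected by homogeneous HTRF competition immunoassay.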
Tb PFK block: T. brucei PFK enzyme inhibition; O15648; T. brucei PFK, ADP-Glo luminescence; Potency, µM (doses to about 57.5 µM), inactives show at the highest dose activity, negative = inhibition, usual class: inhibitors; 330,000 compounds, 0.17% hits; AID 485367;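 further: potency means the concentration at half of the fitted maximal effect; 0% = uninhibited 1x PFK enzyme wells and -100% = no-enzyme wells; nearly all actives have a fitted effect of over 60% in size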
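Compounds were pin-transferred as a titration series up to 57 uM into substrate buffer (0.5 mM F6P, 0.1 mM ATP, pH 8.0), then 1.25 nM PFK was added and reactions ran 45 min before ADP-Glo detection.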
a7 integrin act: activates integrin-mediated alleviation for muscular dystrophy | alpha7betagal myoblasts, beta-gal FDG fluorescence, 48 h | Potency, µM (highest dose often 38.3 µM), inactives show top-dose activation, hits mostly activators | 350,000 compounds, 0.064% hits | AID 624291;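 further: potency means the concentration at half of the fitted maximal effect; 100% = response of the positive control SU9516; nearly all actives have a fitted effect of over 60% in size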
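Alpha7betagal+/- myoblasts (passage 13) were plated 16-24 hr, then exposed to compounds (1:260 dilution of DMSO stock) for 48 hours at 37C. After MPER lysis, β-galactosidase reporter activity was read as FDG fluorescence (ex 480/em 540) after 30 minutes.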
TSG101-PTAP inh: blocks PTAP/TSG101 interaction to inhibit HIV-1 budding | Fluorescence polarization, FITC-PTAP peptide / Tsg101 binding | Potency, µM (series often up to 115 µM), for the others: at the top dose activity change, negative = inhibition, most hits filed as inhibitors | AID 493005 | 340,000 tested, under 10 active; active means well fitted inhibition curve with a large enough effect in the main read-out, with a control signal flat, not every such curve was filed as active; inconclusive means small, poorly fitted or top-dose-only effect, or effect the other way, or a change in a side signal; inactive means no such curve, though single readings can be large or run the other way; further: potency means the concentration at half of the fitted maximal effect; % of control where 0% means no effect
Target sequence (Q99816 whole entry, looked up): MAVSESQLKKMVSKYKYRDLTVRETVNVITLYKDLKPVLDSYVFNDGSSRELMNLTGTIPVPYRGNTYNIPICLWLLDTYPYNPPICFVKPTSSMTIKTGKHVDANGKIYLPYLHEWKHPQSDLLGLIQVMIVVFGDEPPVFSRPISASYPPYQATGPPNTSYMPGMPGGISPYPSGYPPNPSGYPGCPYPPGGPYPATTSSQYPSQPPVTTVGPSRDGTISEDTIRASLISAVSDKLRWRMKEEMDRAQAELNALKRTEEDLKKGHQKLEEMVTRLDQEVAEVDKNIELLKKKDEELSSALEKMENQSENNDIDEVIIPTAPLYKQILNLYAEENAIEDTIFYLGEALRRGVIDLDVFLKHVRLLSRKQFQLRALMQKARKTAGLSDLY
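Compounds were pin-transferred onto Tsg101 binding domain (10 uM final) in HEPES pH 7.5 buffer, then FITC-PTAP peptide was added at 50 nM final. After 20 min at RT, polarization reported peptide displacement across a qHTS concentration series.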
AT treatment: potential ataxia-telangiectasia treatments restoring KAP-1 phosphorylation. […] A-T fibroblasts, KAP-1 phosphorylation AlphaLISA; neocarzinostatin DNA damage 30 min before lysis. Potency, µM (series often up to 57.5 µM), for the others: at the top dose activation, hits mostly activators. 320,000 compounds, 0.19% hits. AID 485349; further: potency means the concentration at half of the fitted maximal effect; % of control where 0% means no effect; nearly all actives have a fitted effect of over 45% in size
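hTERT-immortalized A-T patient fibroblasts ([…]), 500 cells/well in OPTI-MEM, 1% FBS, got compounds for 60 min, then NCS for 30 min at 37C. Lysates were then assayed for phospho-KAP-1 by AlphaLISA (anti-pKAP1 donor, anti-KAP1 acceptor beads), 6 hr at 25C.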
BCR signal inh: inhibitors of chronic active B-cell receptor signaling; Potency, µM (highest dose often 46.1 µM), for inactives: at the top dose ratio change, negative = lower green/red ratio, actives largely listed as inhibitors; ABC-DLBCL IkBa-CBG/CBR reporter, luminescence ratio, 4 h; AID 493014; 340,000 compounds, 0.05% hits; active means well fitted inhibition curve with a large enough effect in the signal ratio, with a control signal flat, not every such curve was filed as active; inconclusive means small, poorly fitted or top-dose-only effect, or effect the other way, or a change in a side signal; the % refers to the signal ratio;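 further: potency means the concentration at half of the fitted maximal effect; plate controls were basal doxycycline-induced cells for no effect and cells given 10 µM MG132 for full effect; MG132 reads +100%, hits lower the ratio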
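Compounds up to 46 uM were incubated four hours with TMD8 cells whose green CBG68 luciferase is fused to IkappaBalpha; red CBR luminescence normalised the signal, and concentration-effect curves were fitted to fusion, red and ratio data.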
Numbers without * were called inactive; ? = inconclusive; / = not tested or not shown; [ ] = remark or other dose. Unless noted, the call rests on the fitted dose curve; in most records, active means well fitted curve in the direction sought with a large enough effect; inconclusive means small, poorly fitted or top-dose-only effect, or another doubt; inactive means no such curve, though single readings can be large; an effect the other way counts as inactive or inconclusive.

Fields: TCR activator	a7 integrin act	BCR signal inh	ASM inhibitor	ELG1 DNA repair	Mito fusion yeast	AT treatment	Tb PFK block	Eya2 phos inh	TSHR antag	TSG101-PTAP inh
Cc1ccc(N(CC(=O)NCCSCc2ccco2)S(=O)(=O)c2ccc(F)cc2)cc1
→ 3.8%	-31.8%	9.4%	-0.6%	9.6%	-4.5%	-0.5%	-5.4%	-7.8%	-10.2	-6.0%
COC(=O)c1noc(-c2ccc(C)cc2)n1
→ -7.3%	25.6%	13.3%	-0.7%	?	-0.2%	/	-0.1%	29.5%	9.9	-6.2%
CCC(C)NC(=O)CSc1ccc(S(=O)(=O)N2CCN(Cc3ccccc3)CC2)cn1 (stereo not drawn)
→ 3.3%	23.8%	-0.6%	3.5%	?	-8.7%	10.1%	-6.1%	8.4%	-1.4	-4.2%
O=C(NC1CCC(O)CC1)c1ccc2c(c1)S(=O)(=O)N=C1CCCCCN12 (stereo not drawn)
→ -2.8%	-22.6%	3.9%	0.0%	?	1.4%	0.3%	-20.5%	3.6%	-0.4	0.7%
COc1ccc(NC(=O)CSc2nnc(NC(=O)c3ccco3)s2)cc1
→ -4.3%	-1.3%	4.0%	1.8%	?	-1.1%	-1.4%	0.8%	6.2%	-7.7	-4.3%
COc1ccc(S(=O)(=O)Nc2ccc3c(c2)N(C(C)=O)CCC3)cc1OC
→ -1.6%	0.0%	-1.3%	-0.2%	0.0%	-3.0%	/	-1.3%	4.8%	27.6	-4.5%
O=C(CCn1cccn1)N1CCCC(N2CCN(c3cccc(C(F)(F)F)c3)CC2)C1 (stereo not drawn)
→ 7.3%	0.2%	0.5%	-0.9%	-12.4%	1.1%	-0.5%	-2.0%	4.0%	-6.1	0.9%
Cc1ccc(C(C)NC(=O)Cc2cccs2)cc1C (stereo not drawn)
→ 14.6%	0.0%	-7.1%	2.8%	3.1%	-0.3%	11.1%	0.5%	8.3%	5.0	-2.6%
O=C(O)c1cccc(S(=O)(=O)N2CCN(C(c3ccccc3)c3ccccc3)CC2)c1
→ /	21.1%	1.8%	0.3%	0.6%	-1.2%	-1.0%	2.8%	7.2%	11.4	-13.9%
C=CCn1c(SCC)nc(O)cc1=O
→ -6.7%	22.4%	0.6%	4.9%	1.2%	6.2%	1.5%	3.6%	-26.7%	0.9	-2.7%
Fc1ccc(Nc2ncnc3sc4c(c23)CCC4)cc1
→ -4.4%	3.5%	0.1%	-3.8%	-13.7%	-10.7%	-1.2%	-1.6%	2.3%	-6.4	-7.7%
CC1CN(/C=C/C(=O)C(F)(F)F)CC(C)O1 (stereo not drawn)
→ -2.0%	?	-20.5%	0.9%	?	?	-1.5%	-2.1%	5.8%	3.3	-1.0%
Cc1ccc(S(=O)(=O)N=S(CC2CC2(Cl)Cl)CC2CC2(Cl)Cl)cc1 (stereo not drawn)
→ /	-8.3%[7.66 µM]	8.9%	2.9%	-10.2%	-2.6%	1.3%	-1.1%	-3.8%	7.0	-3.4%
Nc1nonc1C(=O)NCCNC(=O)c1ccc(Cl)c(Cl)c1
→ -3.7%	-28.8%	-3.0%	-3.6%	9.4%	-10.6%	3.9%	-0.6%	-2.0%	12.6	-1.2%
CCOC(=O)N1CCN(C(=O)COC(=O)Cc2ccc(OC)cc2)CC1
→ -3.3%	14.0%	1.7%	11.0%	-1.7%	-1.1%	10.4%	-0.1%	0.1%	-28.5	0.0%
COc1ccc(CCNc2nc(-c3ccco3)cc(C(F)(F)F)n2)cc1OC
→ /	10.3%	?	-2.4%	-23.6%	2.6%	4.4%	-2.5%	-10.2%	-14.5	-7.2%
Cn1cccc1Cc1nnc(SCC(=O)NCc2ccccc2Cl)n1-c1ccc(F)cc1
→ -3.8%	-31.7%	1.2%	-2.3%	-18.6%	-0.3%	7.4%	3.5%	-8.2%	-3.8	-1.9%
Cc1noc(C)c1CSCC(=O)Nc1cc(S(=O)(=O)N2CCOCC2)ccc1OC(C)C
→ -4.7%	-13.7%	-2.3%	-1.0%	?	-2.2%	/	1.2%	-2.8%	15.6	-2.8%
Cc1ccc(Nc2cc(=O)[nH]c(=O)[nH]2)c(C)c1
→ 3.6%	4.1%	1.2%	0.9%	3.0%	0.6%	10.2%	2.7%	5.6%	-22.2	-6.2%
COc1ccc(Cl)cc1NC(=O)Cn1cccc1
→ /	22.8%	0.3%	-1.5%	?	-0.9%	-0.9%	-6.7%	14.5%	4.2	/
COCCn1nnnc1C(CC(C)C)N1CCN(C(=O)c2ccco2)CC1 (stereo not drawn)
→ -2.9%	-0.9%	-0.5%	4.3%	4.4%	-0.8%	8.0%	2.1%	7.6%	2.1	-1.5%
COC(=O)C(Cc1ccccc1)NC(=O)CNC(=O)c1ccccc1OC (stereo not drawn)
→ -0.7%	15.2%	-1.8%	39.0%	-1.7%	-2.6%	-3.4%	5.8%	-1.9%	-1.1	2.0%
Cc1ccc(C(=O)N2CCCC(CCC(=O)N3CCN(c4ccccn4)CC3)C2)cc1 (stereo not drawn)
→ -1.2%	0.0%	7.6%	1.8%	-22.9%	-2.8%	-3.1%	2.7%	-5.9%	-40.9	-4.0%
c1ccc(-n2nnnc2NCCCN2CCOCC2)cc1
→ -0.9%	-12.8%	-0.7%	1.2%	3.2%	3.5%	-1.4%	0.4%	2.2%	7.1	-2.4%
CC(=O)Nc1ccc(Cc2nc3ccccc3[nH]2)cc1
→ -5.2%	3.0%	-2.0%	-1.5%	10.3%	-5.3%	-3.4%	-6.2%	17.4%	3.4	0.8%
CC(=O)c1c(C)[nH]c(C(=O)COC(=O)c2cc(S(=O)(=O)N(C)c3ccccc3)ccc2Cl)c1C
→ 1.8%[46.1 µM]	26.2%	-0.4%	3.5%	?	10.6%	-0.8%	-0.8%	4.6%	-12.8	0.0%
O=C(Nc1ccc(OC(F)(F)F)cc1)Nc1cccnc1
→ 0.4%	11.0%	-0.3%	-0.8%	?	11.5%	4.5%	?	-9.9%	-7.4	-4.6%
CCn1c(CC(=O)Nc2ccccc2F)nnc1SCC(=O)Nc1nnc(C)s1
→ -3.3%	30.6%	5.3%	-3.2%	-2.5%	-0.6%	-0.1%	-1.6%	-5.8%	-0.8	-0.4%
COc1cccc(NC(=O)CN(C)C(=O)c2cc(-c3ccc(F)cc3)nc3ccccc23)c1
→ 1.3%	-10.3%	-5.4%	-9.0%	?	?	-0.5%	1.3%	14.6%	-11.1	-1.3%
Cc1cc(C)n2nc(C(=O)OCC(=O)Nc3ccc4c(c3)OCCO4)nc2n1
→ -10.2%	-32.7%	-2.1%	-2.1%	15.8%	1.1%	-4.2%	0.1%	12.9%	6.5	-0.9%
O=C(Oc1oc(-c2ccco2)nc1C=Nc1ccccc1)c1ccco1
→ 2.8%	-0.4%	-1.3%	1.7%	?	2.7%	4.6%	-5.5%	-4.9%	-0.5	1.3%
CN1CCN(c2ccc(NC(=O)c3cccc(S(=O)(=O)N4CCCC4)c3)cc2)CC1
→ 2.1%	-3.5%	-0.6%	5.4%	?	-3.8%	5.7%	6.8%	1.0%	-26.4	-6.1%
O=C(NCc1cccnc1)c1ccccc1-c1nc(-c2ccccc2)no1
→ 0.2%	3.3%	-12.4%	-1.5%	-7.3%	-0.6%	3.5%	6.4%	1.1%	2.8	3.7%
CCNC(=O)CSC1=N/C(=C\c2ccc(O)c(OCC)c2)C(=O)N1c1ccc(OC(F)F)cc1
→ -2.7%	11.6%	-15.8%	-0.9%	6.1%	1.9%	-5.2%	0.8%	-13.0%	15.4	-1.0%
Cc1ccc(CSc2nc3ccncc3n2CC(=O)Nc2cc(C)cc(C)c2)cc1
→ -3.6%	-15.7%	-2.9%	-4.1%	?	-0.9%	15.2%	0.0%	-11.4%	-16.8	2.0%
O=C1CCCN1C(=O)CSc1ncnc2sccc12
→ -5.0%	18.0%	1.6%	4.5%	13.4%	-2.4%	-0.5%	-7.3%	0.7%	-11.8	-3.9%
